D2 antagonist: HTS Assay for Allosteric Antagonists of the Human D2 Dopamine Receptor: Primary Screen for Antagonists; 340,000 compounds, 2% hits; D(2) dopamine receptor (Homo sapiens), P14416; HEK293 TREx D2 cells, calcium flux, dopamine EC80; inhibition, % at 10 µM; AID 485344, 2010; in the data active = inhibition above about 30%; also: 0% is about no effect
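Read-out: kinetic calcium fluorescence (1 cycle/s) in inducible HEK293 T-REx D2 cells after an EC80 dopamine addition that followed 180 s compound preincubation. Loss of the dopamine response indicates antagonism.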
TrxR1 substrate: qHTS Assay for Substrates of Mammalian Selenoprotein Thioredoxin Reductase 1 (TrxR1): qHTS; Thioredoxin reductase 1, cytoplasmic (Rattus norvegicus), O89049; purified TrxR1 substrate turnover, NADPH consumption readout; Potency, µM (series often up to 114 µM), inactives show at the highest dose activity change, negative = substrate turnover; 390,000 compounds, 0.01% hits; also: potency is read from the fitted curve at half-maximal effect; % is scaled to controls: 0 for no effect and ±100 for the full control effect; nearly all actives have a fitted effect of over 50% in size
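Rat TrxR1, dispensed at 90 nM, was prereduced with 400 uM NADPH (final) for 5 min at ~22 deg C, then incubated with compound 15 min before 400 uM selenite. A first-read NADPH fluorescence drop versus no-compound background flagged substrates.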
D2 agonist: HTS Assay for Allosteric Agonists of the Human D2 Dopamine Receptor: Primary Screen for Agonists; D(2) dopamine receptor (Homo sapiens), P14416; HEK293 T-REx D2 cells, calcium flux agonist mode; activation, % at 2 µM; 340,000 compounds, 0.53% hits;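 active = activation over 3 SD above normal in the single-dose calcium agonist read, cut at about 30% in these data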; also: 0% is about no effect
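In this primary screen, compounds producing a positive calcium signal within 180 s of addition to tetracycline-induced, force-coupled HEK293 Trex D2 cells are flagged; cells are dye-loaded with a no-wash calcium kit beforehand.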
TRHR ag: qHTS for Small Molecule Agonists and Allosteric Enhancers of Human TRH Receptor: Primary Screen for Agonists; activation, % at 2 µM; TRHR cells, calcium flux fluo-8, FDSS agonist mode; 360,000 compounds, 0.18% hits; Thyrotropin-releasing hormone receptor (Homo sapiens), P34981; in the data active = activation above about 30%; also: 0% is about no effect
Target sequence (P34981 whole entry, looked up): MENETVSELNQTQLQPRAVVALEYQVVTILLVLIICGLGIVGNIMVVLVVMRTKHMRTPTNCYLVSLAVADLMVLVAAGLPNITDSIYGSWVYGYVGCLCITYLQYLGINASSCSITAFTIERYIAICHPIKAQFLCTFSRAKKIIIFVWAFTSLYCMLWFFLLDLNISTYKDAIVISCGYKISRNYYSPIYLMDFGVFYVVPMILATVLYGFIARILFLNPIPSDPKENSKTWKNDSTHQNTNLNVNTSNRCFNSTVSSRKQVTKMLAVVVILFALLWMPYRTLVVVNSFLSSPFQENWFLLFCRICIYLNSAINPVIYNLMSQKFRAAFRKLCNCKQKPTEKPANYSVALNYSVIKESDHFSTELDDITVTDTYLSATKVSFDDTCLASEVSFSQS
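TRHR-expressing cells loaded with fluo-8 calcium dye; 23 nL library compound pin-transferred, kinetic FDSS fluorescence (Ex 480/Em 530) recorded about 180 s for agonist-induced calcium release, before a 10 nM TRH EC20 addition for potentiator mode.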
TrxR1 inh: qHTS Assay for Inhibitors of Mammalian Selenoprotein Thioredoxin Reductase 1 (TrxR1): qHTS; Thioredoxin reductase 1, cytoplasmic (Rattus norvegicus), O89049; recombinant rTrxR1, NADPH fluorescence consumption, selenite substrate; Potency, µM (highest dose often 114 µM), for the others: at the highest dose activity change, negative = inhibition, hits mostly inhibitors; 390,000 compounds, 1% hits; AID 588453, 2011; also: potency is read from the fitted curve at half-maximal effect; % is scaled to controls: 0 for no effect and ±100 for the full control effect; nearly all actives have a fitted effect of over 65% in size
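Rat TrxR1 (90 nM in the dispensed reagent) was pre-reduced with 400 uM NADPH for 5 min at room temperature, then incubated with compound for 15 min. After 400 uM selenite was added, NADPH fluorescence (Ex 340/Em 450 nm) was followed for 8 min.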
TRHR enhancer: qHTS for Small Molecule Agonists and Allosteric Enhancers of Human TRH Receptor: Primary Screen for Enhancers; Thyrotropin-releasing hormone receptor (Homo sapiens), P34981; TRHR cells, fluo-8 calcium fluorescence, EC20 TRH enhancement; enhancement, % at 2 µM; 360,000 compounds, 0.66% hits; AID 493056, 2011; in the data active = enhancement above about 30%; also: 0% is about no effect
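TRHR-expressing cells loaded with fluo-8 calcium dye were read kinetically (ex 480/em 530) during compound addition, then stimulated with an EC20 of TRH (10 nM final). Enhancement of the Gq-mediated intracellular calcium response was scored.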
mIDH1 inhibitor: qHTS for Inhibitors of mutant isocitrate dehydrogenase 1 (IDH1): qHTS; Isocitrate dehydrogenase [NADP] cytoplasmic (Homo sapiens), O75874; IDH1-R132H enzyme, NADPH consumption, diaphorase/resazurin fluorescence; Potency, µM (doses to about 76.6 µM), for inactives: at the top dose activity change, negative = inhibition, usual class: inhibitors; 390,000 compounds, 0.093% hits; AID 602179, 2012; also: potency is read from the fitted curve at half-maximal effect; % is scaled to controls: 0 for no effect and ±100 for the full control effect; nearly all actives have a fitted effect of over 65% in size
Target sequence (O75874 whole entry R132H, stated change not applied): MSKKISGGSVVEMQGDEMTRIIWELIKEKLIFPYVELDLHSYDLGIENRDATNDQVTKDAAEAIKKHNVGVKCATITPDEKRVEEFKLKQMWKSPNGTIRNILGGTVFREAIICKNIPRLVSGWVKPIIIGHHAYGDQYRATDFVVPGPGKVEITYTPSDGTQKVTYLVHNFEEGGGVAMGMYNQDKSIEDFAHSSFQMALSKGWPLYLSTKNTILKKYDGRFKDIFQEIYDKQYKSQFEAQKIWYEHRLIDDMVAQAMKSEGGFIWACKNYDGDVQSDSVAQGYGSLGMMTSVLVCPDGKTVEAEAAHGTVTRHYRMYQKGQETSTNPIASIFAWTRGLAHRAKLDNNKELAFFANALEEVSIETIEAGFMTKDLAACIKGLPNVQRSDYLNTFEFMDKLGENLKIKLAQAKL
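IDH1-R132H (0.5 ug/mL) preincubated 30 min with compound, then NADPH (0.016 mM) and alpha-KG (2 mM) added; 80 min at RT, pH 7.5. Remaining NADPH coupled via diaphorase/resazurin to fluorescence (540/590 nm); concentration-response curves normalized to no-enzyme control.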
USP1 inh: Inhibitors of USP1/UAF1: Primary Screen. AID 743255, 2014. 390,000 compounds, 0.23% hits. Potency, µM (highest dose often 57.1 µM), for inactives: top-dose activity change, negative = inhibition, usual class: inhibitors. recombinant USP1/UAF1, Ub-Rhodamine cleavage fluorescence; also: potency is read from the fitted curve at half-maximal effect; % is scaled to controls: 0 for no effect and ±100 for the full control effect; nearly all actives have a fitted effect of over 60% in size; inactives centre near -12
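USP1/UAF1 complex (1 nM) preincubated 15 min at room temperature with compound, then Ub-Rho substrate (150 nM final) added. Kinetic fluorescence at 480/540 nm over 6 reads at 60 s intervals; 50 mM HEPES pH 7.8, 0.5 mM EDTA, 0.1 mg/ml BSA, 1 mM TCEP, 0.01% Tween-20.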
PI4K2A block: qHTS for small molecular inhibitors of PI4K2A | Phosphatidylinositol 4-kinase type 2-alpha (Homo sapiens), Q9BTU6 | purified PI4K2A, ADP-Glo luminescence, 1 h; stronger effect = lower value | activity change, negative = inhibition, % at 76.9 µM | 420,000 compounds, 0.13% hits; in the data active = activity change below about -50%; inconclusive = mostly about -30% to -49%;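 also: -100% = wells without enzyme as full effect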
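PI4K2A activity was measured by ADP-Glo luminescence: enzyme (4 ug/mL stock) and phosphatidylinositol (1.2 mM stock) in Tris pH 7.5/MgCl2/EGTA/Triton X-100 buffer were reacted with ATP (300 microM stock) for one hour at ambient temperature.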
* = called active by the depositor; ? = inconclusive; . = no result given; [ ] = dose if it differs, or a comment. Unless noted, calls follow the shape of the dose curve; as a rule, active = well fitted inhibition curve with a large enough effect; inconclusive = small, poorly fitted or top-dose-only effect; inactive = no such curve, though single readings can be large or run the other way. Compounds were not picked by outcome; overall some 3.9% were active at least once.

SMILES	D2 antagonist	TrxR1 substrate	D2 agonist	TRHR ag	TrxR1 inh	TRHR enhancer	mIDH1 inhibitor	USP1 inh	PI4K2A block
CN(C)N1C(=O)CC(N2CCCC2)C1=O (stereo unspecified)	.	-15.6%[57.1 µM]	.	0.9	-69.9%	-5.0	10.1%	-14.4%	-2.5
Cc1ccc(S(=O)(=O)NNC(=S)NC(=O)c2ccc([N+](=O)[O-])cc2)cc1	2.7	6.3%[11.4 µM]	-0.2	-0.7	?	11.9	1.0%	2.2%	4.3
Cc1ccc(NC(=O)CN(C)C(=O)COc2ccc(C(=O)c3ccc(F)cc3)cc2)cc1	1.1	-2.5%	0.2	0.1	21.7%	-3.2	1.6%	-22.2%	-7.2
COc1ccccc1NC(=O)COC(=O)c1cc(C)nc2ccccc12	-33.1	-3.7%	1.0	-0.2	3.3%	-1.2	3.2%	-5.6%	1.8
Cc1nc(CCNC(=O)CC2C(=O)NCCN2CC(C)(C)C)nc2c1CCC2 (stereo unspecified)	.	-7.2%	.	.	?	.	4.9%	-11.3%	0.3
C/C(CC(=O)Nc1cccnc1)=N\NC(=O)c1ccc([N+](=O)[O-])c(Cl)c1	-7.5	-7.3%	-2.8	-1.5	-34.0%	-4.9	-2.0%	4.4%	-5.1
CCCCOC(=O)CSC1=C(C#N)C(c2ccc3c(c2)OCO3)CC(=O)N1 (stereo unspecified)	-9.4	1.1%	-0.1	-0.8	10.2%	1.4	4.3%	-16.7%	-4.0
c1ccc2cc(OCCCn3ccnc3)ccc2c1	-6.3	-1.5%	-1.1	-0.5	28.1%	-7.3	-10.3%	5.9%	-3.5
Cc1cccc(C(=O)NNC(=O)c2n[nH]c(=O)c3ccccc23)c1C	-8.7	1.3%	0.0	0.0	5.5%	3.7	2.4%	-12.7%	-7.3
CN(C(=O)c1ccc(NC(=O)Cc2cccc(NC(=O)C3CCCN(C(=O)C4CCC4)C3)c2)cc1)C1CCCC1 (stereo unspecified)	5.0	-6.1%	0.5	0.3	1.2%	5.7	4.2%	?	-3.3
O=C1/C(=C/c2cccc([N+](=O)[O-])c2)Oc2cc(O)ccc21	19.6	-2.5%	2.7	9.9	2.9%	-3.0	0.6%	-24.4%	4.5
Cc1ccc(N/C=C/C(=O)c2sc(-c3ccccc3)nc2C)cc1	-11.8	6.9%[57.1 µM]	2.7	4.5	7.2%[57.1 µM]	7.0	-5.3%	?	3.2
C=CCOC(=O)C1=C(C)NC(SCC(N)=O)=C(C#N)C1c1cccs1 (stereo unspecified)	-3.0	-0.3%	1.2	-0.3	5.0%	-0.2	1.5%	-19.7%	-5.0
CC1CC(C)CN(CCCNC(=O)C2CCCN(c3nnc(N4CCCC4=O)s3)C2)C1 (stereo unspecified)	-8.0	-5.2%	-0.5	-0.3	-11.5%	2.4	8.7%	7.7%	-16.1
Cc1cc(N2CCN(Cc3ccc4c(c3)OCO4)CC2)n2ncnc2n1	0.3	2.3%	0.3	0.7	-2.7%	-4.4	6.3%	-12.9%	0.9
O=C(C1CCCCN1S(=O)(=O)c1ccccc1[N+](=O)[O-])N1CCOCC1 (stereo unspecified)	-3.9	2.7%[57.1 µM]	0.8	0.3	16.8%[57.1 µM]	-1.6	-8.9%	1.0%	-2.3
COc1ccc(Cl)cc1S(=O)(=O)NC(C)C(=O)NCc1ccccn1 (stereo unspecified)	-2.1	3.0%[57.1 µM]	1.0	1.1	4.9%[57.1 µM]	4.9	-2.2%	-17.9%	-1.3
COC(=O)c1ccccc1-c1cn(C)c2ccccc2c1=O	-14.4	-10.5%[57.1 µM]	-2.1	-0.1	14.3%[57.1 µM]	-5.9	3.6%	-7.1%	0.7
c1cc(CNC2=NCCCCC2)ccn1	7.4	0.6%	1.4	0.6	14.9%	7.7	9.3%	-11.8%	-1.6
O=C(NCc1ccc(Cl)cc1)NCc1noc2ccccc12	.	7.2%	-0.6	-0.1	16.6%	5.1	4.9%	-21.8%	-2.4
CC(=O)Nc1nonc1-c1nnc(SCC(=O)Nc2cc(C)cc(C)c2)n1C	.	10.7%	0.0	-0.8	22.7%	-7.0	-6.6%	0.5%	1.2
CCOC(=O)CNC(=O)c1sc2ncnc(N3CCc4ccccc4C3)c2c1C	-1.0	-6.9%	-0.2	-0.9	-17.6%	-5.9	0.0%	-3.4%	-2.1
CC(=O)C1C(c2cccc([N+](=O)[O-])c2)C2C(C)=NN=C2CC1(C)O (stereo unspecified)	-11.9	-13.1%	1.1	0.1	-17.5%	5.8	3.6%	-2.3%	2.4
CCN1CCN(c2c(C=O)c(Cl)nc3ccc(OC)cc23)CC1	-9.2	-11.7%	0.9	0.2	-3.6%	2.6	4.8%	-9.3%	2.9
O=C(NCc1cccs1)c1ccc2c(c1)sc1nc(-c3ccccc3)cn12	.	-2.3%	0.5	0.8	12.0%	1.8	-9.2%	-10.2%	1.1
COc1ccccc1CNC(=O)CCCn1c(=O)c2ccccc2n(Cc2ccc(F)cc2)c1=O	.	3.6%	-0.2	-0.1	7.4%	-10.0	21.9%	-20.9%	1.7
Cn1cc(/C=C/c2cc[n+](C)cc2)c2cc(Cl)ccc21	-12.5	2.8%[57.1 µM]	1.1	8.4	11.8%[57.1 µM]	-2.1	1.4%	-17.7%	0.2
O=C(NCCc1ccc(F)cc1)C(=O)NCC1CCCN1S(=O)(=O)c1cccs1 (stereo unspecified)	0.8	-1.8%[57.1 µM]	0.8	0.2	-0.4%[57.1 µM]	-6.8	-4.2%	-5.3%	-0.3
Cc1ccc(-n2c(SCC(=O)Nc3nccs3)nc3c(c2=O)SCC3)cc1	12.8	0.6%[57.1 µM]	0.4	-0.1	11.7%[57.1 µM]	-5.1	20.3%	-11.3%	1.9
Cn1nc(C(=O)NC2CCCCC2)c2ccccc2c1=O	1.6	0.0%	-0.3	0.7	16.6%	-3.2	6.2%	-2.9%	-0.5
CCNC(=O)NC1(C(=O)Nc2ccc3c(c2)OCCO3)CCCCC1	-18.5	3.9%	0.9	-0.7	9.1%	11.9	0.9%	-21.6%	0.5
COc1ccc(S(=O)(=O)NCCS(=O)(=O)N2CCN(c3ccccc3)CC2)cc1	-1.1	-2.9%[57.1 µM]	-0.7	0.1	6.0%[57.1 µM]	2.3	0.5%	-16.7%	-1.1
COc1cc(NS(=O)(=O)c2ccc(Nc3nc(-c4ccccc4)cs3)cc2)nc(OC)n1	2.9	4.5%	0.3	0.4	1.2%[57.1 µM]	-0.1	?	-22.6%	-7.5
Cc1c(C(=O)Nc2ccc(F)cc2F)oc2c1-c1nn(Cc3c(F)cccc3Cl)cc1CC2	.	10.7%	11.1	0.1	32.5%	0.0	-4.9%	8.8%	-2.9
O=c1oc2c(CN3CCN(CCO)CC3)c(O)ccc2cc1-c1ccccc1	.	835.8%[activator][57.1 µM]	1.1	2.2	?	-1.6	3.5%	?	5.2
C[C@H]1CCC[C@]2(O[C@@H](CCO)C[C@@H](O)[C@@H]2O)O1	.	5.2%[57.1 µM]	.	.	10.9%[57.1 µM]	.	2.2%	-23.4%	0.5
CCCc1nnc(NC(=O)Cn2c(=O)oc3cc(Br)ccc32)s1	-3.4	3.6%	10.3	5.5	24.3%	0.7	12.9%	?	-0.6
CC(=O)N1CCCc2cc(S(=O)(=O)N(C)CC(=O)Nc3cccc(C)c3C)ccc21	.	6.0%[57.1 µM]	1.1	0.1	29.7%[57.1 µM]	-0.2	11.3%	?	-1.5
C=CCn1c(COc2ccc3c(c2)CCCC3)nnc1SCC(=O)Nc1cccc(SC)c1	0.6	-1.2%	-0.7	0.2	29.4%	1.7	6.5%	-16.3%	-8.3
CC(C)c1cc(C(=O)N2CCCC(N3CCN(c4ccccc4F)CC3)C2)nc(N)n1 (stereo unspecified)	-9.8	4.9%[57.1 µM]	13.2	0.0	4.8%[57.1 µM]	19.1	-3.9%	-4.6%	-2.7
CC1CCCC(C)N1C(=O)COC(=O)C1CCN(S(=O)(=O)c2c(Cl)cccc2Cl)CC1 (stereo unspecified)	-13.4	-9.1%	-0.2	-0.2	-8.5%	-6.4	5.4%	-19.6%	-3.5
CCCc1nc(SCC(=O)Nc2ccc(S(=O)(=O)N(C)C)cc2)c2ccccc2n1	4.5	-10.5%	-1.5	-0.3	-7.4%	5.6	-1.4%	-18.2%	2.2
O=C(NCc1cccnc1)Nc1ccccc1	-7.7	4.9%	-1.5	-0.5	27.8%	0.9	3.0%	-0.1%	-2.5
O=C(C[C@H]1C/C=C\CC[C@H](Cc2ccc(F)cc2)C(=O)O[C@@H](c2ccccc2)CNC1=O)N[C@@H](CO)Cc1ccccc1	.	9.7%[57.1 µM]	.	.	19.4%[57.1 µM]	.	-3.0%	-25.0%	0.3
